LYP inhibition = inhibitors of LYP phosphatase, biochemical, fluorescence intensity, uHTS (AID 1779). recombinant LYP phosphatase, fluorescence intensity; higher % means a stronger effect. inhibition, % at 11.5 µM, or IC50 in µM where a hit was titrated. actives 0.054% (n = 290,000); in the data active means inhibition above about 50%;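 further: plate controls were vehicle with enzyme for no effect and no enzyme for full effect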
* = called active by the depositor.

SMILES	LYP inhibition
CCCc1cc(C(=O)Nc2cccc3ccccc23)n(C)n1	-7%
O=C(CCC(=O)N(CC(=O)NC1CCCC1)c1ccccc1F)Nc1nccs1	-8%
O=C(/C=C/Nc1ccccc1)c1ccc(Cl)cc1Cl	-2%
Cc1ccccc1C(=O)N1CCC(C(=O)N(C)CC(=O)Nc2cccc(F)c2)CC1	-3%
Cc1oc(-c2ccccc2)nc1CS(=O)CC(=O)NC1CCCCCC1 (configuration not stated)	1%
c1ccc(-c2nnsc2-c2ccccc2)cc1	-9%
COC(=O)C(NC(=O)CCc1c(C)nc2c(c(C)nn2-c2ccccc2)c1C)C(C)C (configuration not stated)	-8%
O=C(Nc1nc2c(Cl)c(Cl)ccc2s1)C1CC1	-2%
COc1ccccc1CNC(=O)c1cc(S(=O)(=O)N2CCCC2)cn1C	-4%
CCOc1ccc(N(CC(=O)N/N=C(\C)c2cccc(NC(C)=O)c2)S(=O)(=O)c2ccccc2)cc1	-6%
COc1ccc2nc(NC(=O)c3ccc(F)cc3)sc2c1	-9%
COCCN(C(=O)CSc1nnc(-c2cccc(F)c2)n1N)c1c(N)n(CC(C)C)c(=O)[nH]c1=O	-7%
CC1CCCCN1C(=O)COC(=O)C1CCN(S(=O)(=O)c2c(Cl)cccc2Cl)CC1 (configuration not stated)	-8%
O=c1c(-c2ccc(O)cc2)coc2c(C3O[C@H](CO)[C@@H](O)[C@H](O)[C@H]3O)c(O)ccc12 (some centres not stated)	-6%
Cc1nnc(CN(C)C(=O)c2cc(COc3ccc(C)c(C)c3)on2)o1	-8%
N#C/C(=C\c1ccc(OCc2ccccc2)cc1)C(=O)Nc1ccc(C(=O)O)cc1	3%
Cc1cccc(NC(=O)Cn2c(=O)n(CC3CCCO3)c(=O)c3ccccc32)c1 (configuration not stated)	-1%
CCOc1ccc(CNC(=O)CCS(=O)(=O)c2ccc3c(c2)NC(=O)CO3)cc1OC	-16%
Cc1ccc(S(=O)(=O)N2CCN=C2SCc2c(F)cccc2Cl)cc1	-2%
Cc1noc(C)c1CCC(=O)N1CCCC(CO)(Cc2ccccc2)C1 (configuration not stated)	-9%
C=Cc1ccc(Cn2nc(-c3ccc(C)cc3)ccc2=O)cc1	-6%
COc1ccc(/C=C2\SC(=S)N(CCC(=O)NC3CCCC3)C2=O)cc1OC	1%
CCOc1ccc(CN2CCN(Cc3cc4ccccc4o3)CC2CCO)cc1 (configuration not stated)	0%
CC(NC(=O)[C@H](Cc1c[nH]c2ccccc12)NC(=O)[C@@H]1Cc2ccccc2CN1)c1ccccc1 (some centres not stated)	-11%
CC(NC(=O)[C@@H](C)NC(=O)[C@@H]1Cc2ccccc2CN1C(=O)OC(C)(C)C)c1ccccc1 (some centres not stated)	-5%
Next compounds follow.
SMILES	LYP inhibition
Cc1ccc(S(=O)(=O)N(C)CC(=O)N2CCC(C(N)=O)CC2)cc1	-14%
O=C(O)c1ccc(NC(=O)c2ccccc2NC(=O)c2ccccc2Br)cc1	-4%
COCC(=O)N1CCC(Oc2cccc(C(=O)NCc3ccccn3)c2)CC1	-8%
O=C(CCOc1ccccc1)Nc1ccnn1C1CCN(Cc2ccc(O)cc2)CC1	-9%
O=C(NC(Cc1ccccc1)C(=O)O)OCC1c2ccccc2-c2ccccc21 (configuration not stated)	-2%
Cc1cccc(-c2nc(CS(=O)CC(=O)NC(C)CCc3ccccc3)c(C)o2)c1 (configuration not stated)	-6%
COc1ccc(CN(CC(=O)NCC2CCCO2)C(=O)CNS(=O)(=O)c2ccccc2)cc1 (configuration not stated)	-10%
CC(C)(C)OC(=O)N1CCC(c2c(C(=O)NCC3CCN(C4CCCC4)C3)cnn2-c2cccc(Cl)c2)CC1 (configuration not stated)	-9%
O=C(CC(C(=O)O)c1ccc(Cl)cc1Cl)c1ccc(Cl)cc1 (configuration not stated)	-6%
COc1cc(/C(C)=N/NC(=O)c2nnn(-c3nonc3N)c2-c2cccs2)ccc1O	-8%
Cc1oc(-c2ccccc2Cl)nc1CS(=O)(=O)CC(=O)NC1CCCC1	-13%
COc1ccc(CN(C)C(=O)c2ccc(NS(=O)(=O)c3ccc4[nH]c(=O)[nH]c4c3)cc2)c(OC)c1	-4%
CC(=O)Nc1ccc(S(=O)(=O)N2CCCC(C(=O)N3CCN(c4ccccc4)CC3)C2)cc1 (configuration not stated)	-9%
CCc1ccc(CCC(=O)Nc2ccc(C(=O)O)cc2)o1	-10%
CC(=O)Nc1cccc(NC(=O)c2ccccc2OCc2ccccc2)c1	-7%
CNC(=O)NC(=O)CSc1nc2sccc2c(=O)n1-c1ccccc1	-2%
O=C(O)c1nn(Cc2csc(-c3ccccc3)n2)c(=O)c2ccccc12	-8%
O=C(O)c1cccc(S(=O)(=O)Nc2cccc3ccccc23)c1	-4%
COCCNC(=O)c1ccc2c(Cl)c3c(nc2c1)CCC3	-7%
O=C(Nc1ccccc1)C1CC2CCC1C2 (configuration not stated)	-6%
COc1cc(NC(=O)C2CC(c3c(F)cccc3Cl)=NO2)c(OC)cc1Cl (configuration not stated)	-8%
COc1ccc(S(=O)(=O)NCc2cccnc2)cc1OC	-9%
Cc1nc2cc(NC(=O)c3ccc(Br)s3)ccc2s1	-5%
CN1C(=O)C(=O)/C(=C(/O)c2ccccc2)C1c1ccccc1 (configuration not stated)	-8%
Cc1cnc(C(=O)OCC(=O)c2ccc(F)cc2)cn1	-10%
(list continues)
SMILES	LYP inhibition
COc1cccc(CNC(=O)C2Cc3ccccc3CN2C(C)=O)c1 (configuration not stated)	-3%
CCN(CC)C(=O)Cn1cc(C(=O)C(=O)NCc2cccnc2)c2ccccc21	-12%
Cc1nnc(SCC(=O)NC(C)(C)C)n1NCc1ccc(N(C)C)cc1	-9%
O=C(NC1CCCC1)C(c1ccncc1)N(C(=O)Cc1cccs1)c1cccc(F)c1 (configuration not stated)	-7%
O=C(NCC1CCCO1)c1ccc(F)c2ccccc12 (configuration not stated)	-16%
COc1ccccc1CN1CC(C(=O)N(C)CCOc2ccccc2)CCC1=O (configuration not stated)	-6%
NC(=O)c1cccc(CS(=O)(=O)c2ccc(Cl)cc2)c1	-12%
COc1ccc(C(=O)n2cnc3ccccc32)cc1[N+](=O)[O-]	-2%
O=C(Nc1ccc2[nH]ncc2c1)c1cccc(F)c1	-11%
COc1ccc(-c2csc(NC(=S)NC(=O)c3ccc(S(=O)(=O)N(C)C)cc3)n2)cc1OC	-7%
CCCCN(CC)CCNC(=S)Nc1ccc2nc(N3CCN(C)CC3)cc(C)c2c1	-5%
CC(=O)NCCc1nc2cc(NC(=O)COc3ccc(C)cc3)ccc2n1C	-7%
O=C(CSc1cn(CCNC(=O)c2ccccc2F)c2ccccc12)NCC1CCCO1 (configuration not stated)	1%
Fc1ccccc1CN1CCCC(NC2CCC2)C1 (configuration not stated)	-12%
COCCSc1nc2c(c(=O)[nH]c(=O)n2C)n1CCCc1ccccc1	-4%
CCCC(=O)Nc1ccc(NC(=O)c2cccc(OC)c2)cn1	-4%
N#Cc1ccc(C(=O)OCC(=O)NC2CCCC2)cc1	5%
O=C(c1cc2cc(Cl)ccc2[nH]1)N1CCCCC1	-4%
CCOC(=O)c1c(C)[nH]c(C)c1S(=O)(=O)N(C)CC(=O)NCc1cccc(C)c1	-10%
CC1CN(C(=O)CCC(=O)NCc2ccccc2Cl)c2ccccc2S1 (configuration not stated)	-10%
O=S(=O)(c1ccc(Cl)cc1)c1nc(-c2ccccc2F)oc1NCCN1CCOCC1	-10%
CCCCCCCCCCOC(=O)Cn1c(COc2cccc(C)c2)[n+](C)c2ccccc21	-9%
O=C(CSc1nnc(CNC(=O)c2ccccc2)o1)NCCc1ccccc1	-10%
Cc1cccc(NS(=O)(=O)c2ccc(C(=O)NCCCN3CCOCC3)cc2)c1C	-1%
COC(=O)c1cc(NC(=S)NC(=O)c2ccccc2)ccc1N1CCOCC1	-5%

Four records picked at random from the list so far, as already listed:
SMILES	LYP inhibition
NC(=O)c1cccc(CS(=O)(=O)c2ccc(Cl)cc2)c1	-12%
Cc1nnc(SCC(=O)NC(C)(C)C)n1NCc1ccc(N(C)C)cc1	-9%
O=C(NCC1CCCO1)c1ccc(F)c2ccccc12 (configuration not stated)	-16%
COCCSc1nc2c(c(=O)[nH]c(=O)n2C)n1CCCc1ccccc1	-4%

Going on with the list.
SMILES	LYP inhibition
O=C(CNC(=O)c1ccc(Br)cc1)N/N=C/c1cccnc1	-10%
Cc1cccc(C(=O)Nc2cccc(NC(=O)c3ccccc3)c2)c1	3%
Cc1nn(C(C)C(=O)NCc2ccco2)c(=O)c2nn(-c3ccccc3)c(C)c12 (configuration not stated)	-11%
COc1cccc(CN2CC(C(=O)NCCSc3nnnn3C)CCC2=O)c1 (configuration not stated)	-10%
Cc1c(NC(=O)c2ccc(NC(=O)C3CC3)cc2)cccc1C(=O)O	-7%
COc1cc(C2NC(=O)NC(c3ccccc3)=C2C(C)=O)c(Br)cc1OCC(N)=O (configuration not stated)	-7%
CCOc1ccc(-n2c(=S)sc3c(=O)n(-c4ccc(F)cc4)c(SCC(=O)O)nc32)cc1	-1%
CCS(=O)(=O)N1CCC(C(=O)Nc2cc(C)ccc2O)CC1	-7%
O=C(Nc1ccc(F)cc1)C1COc2ccccc2O1 (configuration not stated)	-2%
COc1cccc(N(CC(=O)NC2CCCCC2)C(=O)CCC(=O)Nc2nccs2)c1	-1%
Cc1ccc(/C=N/Nc2ccc(F)cc2)s1	-3%
O=C(c1ccccc1Cc1ccccc1)N1CCN(S(=O)(=O)c2ccccc2)CC1	-7%
CCOC(=O)C1CCN(C(=O)CN2C(=O)c3cccnc3Oc3ccc(C)cc32)CC1	-16%
O=C(CCCC(=O)N(CC(=O)NC1CCCC1)c1ccc(F)c(Cl)c1)Nc1ccccn1	-11%
Cc1ccc(C)c(OCCC(=O)NCCc2ccc(F)cc2)c1	-8%
CCOc1ccccc1NC(=O)COc1ccc2ccc(=O)oc2c1	-10%
COc1ccccc1CN1CC(C(=O)NCCc2ccccc2Cl)CCC1=O (configuration not stated)	-8%
O=C(Nc1ccccc1Cl)c1cccc(NC(=O)c2cccs2)c1	-5%
O=[N+]([O-])c1cc([N+](=O)[O-])c(Oc2ccc(F)cc2F)cc1NN1CCCCC1	-7%
CCOc1ccc(NC(=O)CCc2nnc3ccc(N4CCC5(CC4)OCCO5)nn23)cc1	-14%
Cc1cc(NC(=O)CSc2nc(=O)cc(N)n2-c2ccc(F)cc2)no1	-14%
Clc1ccc(C2Nc3cccc4cccc(c34)N2)cc1Cl	-9%
COc1ccc(N2CC(C(=O)N[C@@H](C)C(=O)N[C@H](CO)c3ccccc3)CC2=O)cc1 (some centres not stated)	-5%
Cc1c(OCC(=O)NCc2cccnc2)ccc2c3c(c(=O)oc12)CCCC3	-7%
O=C(Nc1cccc(F)c1)C1CCCN(S(=O)(=O)c2cccc3cccnc23)C1 (configuration not stated)	-14%

A different layout for part of the listing above.
Compound,LYP inhibition
Cc1c(OCC(=O)NCc2cccnc2)ccc2c3c(c(=O)oc12)CCCC3,-7%
O=C(CNC(=O)c1ccc(Br)cc1)N/N=C/c1cccnc1,-10%
Cc1nn(C(C)C(=O)NCc2ccco2)c(=O)c2nn(-c3ccccc3)c(C)c12 (configuration not stated),-11%
COc1cc(C2NC(=O)NC(c3ccccc3)=C2C(C)=O)c(Br)cc1OCC(N)=O (configuration not stated),-7%

Later entries:
SMILES	LYP inhibition
CSc1ncc(Cl)c(C(=O)Nc2ccc(C)c(C)c2)n1	-6%
O=C(c1cc(-c2ccc(O)cc2)on1)N1CCN(c2ccc(F)cc2)CC1	6%
Cc1cc(C)cc(Oc2c(C(F)(F)F)oc3cc(OCC(=O)O)ccc3c2=O)c1	-10%
Cc1ccc(-c2nc(CS(=O)(=O)CC(=O)NCCN3CCCC3)c(C)o2)cc1	-6%
Cc1cc(C)cc(C(=O)NCCCN2CCOCC2)c1	-9%
O=[N+]([O-])c1ccccc1/C=C/CN1CCCCC1CO (configuration not stated)	-5%
O=[N+]([O-])c1ccccc1S(=O)(=O)Nc1nc2ccccc2s1	-4%
N#Cc1ccc(-c2nc3ccccc3c(=O)n2O)cc1	-4%
CC(C)C[C@H](NC(=O)c1nc[nH]c1C(=O)NCC(=O)OCc1ccccc1)C(=O)OC(C)(C)C	-9%
CC(=O)c1ccc(NC(=S)NC(=O)/C=C/c2ccc(F)cc2)cc1	-10%
COCCNC(=S)N(CCc1c(C)[nH]c2ccc(C)cc12)Cc1cccnc1	-8%
Cc1csc(CNC(=O)CC2C(=O)NCCN2Cc2ccc(F)cc2Cl)n1 (configuration not stated)	-4%
COc1ccc(N(CC(=O)Nc2ccccc2C(F)(F)F)C2=NC3CS(=O)(=O)CC3S2)cc1 (configuration not stated)	0%
Cc1ccc(N(Cc2cc3cccc(C)c3[nH]c2=O)S(=O)(=O)c2ccccc2)c(C)c1	-5%
CCc1nnc(NC(=O)c2ccc(S(=O)(=O)N3CCCC(C)C3)cc2)s1 (configuration not stated)	-6%
COc1ccc(Br)cc1S(=O)(=O)n1c([N+](=O)[O-])cnc1C	-5%
Nc1ccccc1C(=O)NCc1ccco1	-12%
CCOC(=O)C1(Cc2cccc(Cl)c2)CCCN(C(=O)c2cn[nH]c2)C1 (configuration not stated)	2%
Cn1cnnc1SCC(=O)NC1CCCN(Cc2ccccc2F)C1 (configuration not stated)	-10%
Cc1[nH]c2ccccc2c1/C=N/NC(=O)c1cccc(Br)c1	-5%
O=C1NC(=O)/C(=C\c2ccc(Br)o2)S1	-4%
O=C(CSc1nnc(CNC(=O)c2ccccc2)o1)Nc1ccc2c(c1)OCCO2	-12%

Entries listed so far that contain two or more sulfur atoms, in the order listed:
SMILES	LYP inhibition
Cc1ccc(S(=O)(=O)N2CCN=C2SCc2c(F)cccc2Cl)cc1	-2%
COc1ccc(/C=C2\SC(=S)N(CCC(=O)NC3CCCC3)C2=O)cc1OC	1%
CNC(=O)NC(=O)CSc1nc2sccc2c(=O)n1-c1ccccc1	-2%
Cc1nc2cc(NC(=O)c3ccc(Br)s3)ccc2s1	-5%
COc1ccc(-c2csc(NC(=S)NC(=O)c3ccc(S(=O)(=O)N(C)C)cc3)n2)cc1OC	-7%
CCOc1ccc(-n2c(=S)sc3c(=O)n(-c4ccc(F)cc4)c(SCC(=O)O)nc32)cc1	-1%
O=[N+]([O-])c1ccccc1S(=O)(=O)Nc1nc2ccccc2s1	-4%
COc1ccc(N(CC(=O)Nc2ccccc2C(F)(F)F)C2=NC3CS(=O)(=O)CC3S2)cc1 (configuration not stated)	0%
CCc1nnc(NC(=O)c2ccc(S(=O)(=O)N3CCCC(C)C3)cc2)s1 (configuration not stated)	-6%

Bioassay records from PubChem BioAssay.

This is a subset; rates above refer to the full screens.
